Compound activity as filed in PubChem BioAssay.
RXFP1 ag = agonists of human relaxin receptor RXFP1; Q9HBX9; HEK293T-RXFP1 cAMP TR-FRET, 30 min; response scale: percent of porcine relaxin response, buffer zero; Potency, µM (highest dose often 57.5 µM), for inactives: top-dose activation, actives largely listed as activators; actives 0.3% (n = 370,000); AID 2676; note: potency is the fitted concentration of half-maximal effect; % is set by controls: 0 for no effect and ±100 for the full control effect; nearly all actives have a fitted effect of over 60% in size; many of its hits are not listed in these tables
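cAMP rise read by TR-FRET after 30 min, 37C compound exposure (up to 58 uM) in RXFP1-transfected HEK293 cells with Ro 20174 present. EC50 from Hill-equation fits, with 29 nM porcine relaxin as 100% and buffer as basal.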
Apoferritin bind = candidate novel general anesthetic via apoferritin binding | apoferritin/1-aminoanthracene competitive binding, fluorescence | AID 485281 | P02791 | actives 0.074% (n = 350,000) | Potency, µM (top dose mostly 77.5 µM), for inactives: at the highest dose activity change, negative = displacement, usual class: inhibitors; note: potency is the fitted concentration of half-maximal effect; % is set by controls: 0 for no effect and ±100 for the full control effect; nearly all actives have a fitted effect of over 20% in size
Target sequence (P02791 2-175 limits assumed): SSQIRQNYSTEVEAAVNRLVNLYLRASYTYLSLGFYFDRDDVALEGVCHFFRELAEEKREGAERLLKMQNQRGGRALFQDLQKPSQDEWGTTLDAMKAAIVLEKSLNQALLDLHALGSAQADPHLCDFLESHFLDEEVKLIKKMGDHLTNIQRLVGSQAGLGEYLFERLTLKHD
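Read-out: endpoint 1-AMA fluorescence, excitation 380 nm and emission 535 nm, after compounds sit 10 min at room temperature with 10 uM horse-spleen apoferritin in 50% saturated 1-AMA/PBS. Values come from four-parameter Hill fits.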
D1 antag = antagonists of human D1 dopamine receptor. P21728. HEK293 TREx D1 cells, calcium flux, dopamine EC80; hits give low values. activity change, negative = inhibition, % at 10 µM. actives 3.2% (n = 360,000); in the data active = activity change below about -30%; note: % is set by controls: 0 for no effect and ±100 for the full control effect
Target sequence (P21728 whole entry, looked up): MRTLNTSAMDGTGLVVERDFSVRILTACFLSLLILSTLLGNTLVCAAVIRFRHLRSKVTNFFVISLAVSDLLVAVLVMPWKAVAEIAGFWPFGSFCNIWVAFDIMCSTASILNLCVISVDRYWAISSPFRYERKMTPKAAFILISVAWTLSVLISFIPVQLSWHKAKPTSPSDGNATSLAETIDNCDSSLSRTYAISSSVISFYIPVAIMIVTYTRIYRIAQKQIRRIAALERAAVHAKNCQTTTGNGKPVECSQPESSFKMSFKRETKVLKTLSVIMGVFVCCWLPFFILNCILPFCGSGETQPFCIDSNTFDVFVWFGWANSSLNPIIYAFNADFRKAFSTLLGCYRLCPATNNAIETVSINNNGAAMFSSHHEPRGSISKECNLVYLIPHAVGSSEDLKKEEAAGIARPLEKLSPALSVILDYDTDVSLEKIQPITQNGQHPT
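Allosteric or orthosteric antagonism assessed as attenuation of the calcium response to EC80 dopamine, added 180 s after compound, in induced HEK293 Trex D1 cells loaded with no-wash calcium dye.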
TRHR agonist = activates the human TRH receptor; P34981; TRHR cells, calcium flux fluo-8, FDSS agonist mode; activation, % at 2 µM; actives 0.18% (n = 360,000); AID 493084; in the data active = activation above about 30%; note: 0% is about no effect
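TRHR-expressing cells loaded with fluo-8 calcium dye; 23 nL library compound pin-transferred, kinetic FDSS fluorescence (Ex 480/Em 530) recorded about 180 s for agonist-induced calcium release, before a 10 nM TRH EC20 addition for potentiator mode.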
D1 ag = agonists of human D1 dopamine receptor | actives 1% (n = 360,000) | HEK293 T-REx D1 cells, calcium flux, agonist mode | activation, % at 2 µM | AID 504660 | P21728; in the data active = activation above about 30%; note: 0% is about no effect
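Tetracycline-induced HEK293 TREx D1 cells, force-coupled to calcium signalling, were dye-loaded with a no-wash calcium kit. Compound was pin-added after a 10 s baseline. Fluorescence was read kinetically at 1 cycle/s for 180 s, with calcium rises flagged as agonism.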
TRHR enhancer = allosterically enhances the human TRH receptor. P34981. TRHR cells, fluo-8 calcium fluorescence, EC20 TRH enhancement. enhancement, % at 2 µM. actives 0.66% (n = 360,000). AID 493056; in the data active = enhancement above about 30%; note: 0% is about no effect
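TRHR-expressing cells loaded with fluo-8 calcium dye were read kinetically (ex 480/em 530) during compound addition, then stimulated with an EC20 of TRH (10 nM final). Enhancement of the Gq-mediated intracellular calcium response was scored.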
D2 PAM = positively modulates the human D2 dopamine receptor allosterically | potentiation, % at 10 µM | AID 485347 | P14416 | HEK293 T-REx D2, calcium flux, EC20 dopamine potentiation | actives 0.34% (n = 340,000);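 active = potentiation over 3 SD above the plate norm, cut at about 30% in these data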; note: 0% is about no effect
Target sequence (P14416 whole entry, looked up): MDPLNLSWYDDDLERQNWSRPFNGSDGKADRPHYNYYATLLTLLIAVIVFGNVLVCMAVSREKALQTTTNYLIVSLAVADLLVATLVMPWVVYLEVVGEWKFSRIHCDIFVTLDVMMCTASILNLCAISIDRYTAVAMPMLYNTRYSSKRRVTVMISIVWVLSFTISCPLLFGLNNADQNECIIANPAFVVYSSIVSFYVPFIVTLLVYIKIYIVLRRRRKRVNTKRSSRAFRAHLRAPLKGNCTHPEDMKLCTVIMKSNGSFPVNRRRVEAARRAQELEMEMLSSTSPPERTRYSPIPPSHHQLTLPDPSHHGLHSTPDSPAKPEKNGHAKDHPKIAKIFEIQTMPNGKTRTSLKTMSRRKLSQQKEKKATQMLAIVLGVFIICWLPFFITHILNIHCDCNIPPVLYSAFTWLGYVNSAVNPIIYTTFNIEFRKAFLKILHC
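Tetracycline-induced Hek293 Trex D2 cells, force-coupled to calcium, loaded with no-wash calcium dye. Compound added with 180 s kinetic read for agonism, then EC20 dopamine and a further 180 s read for potentiation.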
RXFP1 antagonist = RXFP1 (human) relaxin receptor antagonism | Q9HBX9 | HEK293-RXFP1, relaxin-stimulated cAMP HTRF, 30 min; hits give low values | activity change, negative = inhibition, % at 57.5 µM | actives 0.59% (n = 350,000) | AID 1259400;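 active = activity change of -60% or lower, but not beyond a set lower limit; inconclusive = change between -60% and -40%, or beyond the set limit; inactive = change above -40%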; note: % is set by controls: 0 for no effect and ±100 for the full control effect
D1 potentiator = human D1 dopamine receptor positive modulation; P21728; HEK293 TREx D1 cells, calcium flux, dopamine EC20 potentiation; potentiation, % at 10 µM; actives 0.036% (n = 360,000); AID 504651; in the data active = potentiation above about 30%; note: 0% is about no effect
An asterisk follows results filed as active; ? = inconclusive; . = no result given; & = joins results of further samples; [ ] = remark or other dose. Unless noted, calls come from the whole dose curve; as a rule, active = well fitted curve in the direction sought with a large enough effect; inconclusive = small, poorly fitted or top-dose-only effect, or another doubt; inactive = no such curve, though single readings can be large; an effect the other way counts as inactive or inconclusive. Some of the compounds tested, so the mix of outcomes need not match the whole.

RXFP1 ag	Apoferritin bind	D1 antag	TRHR agonist	D1 ag	TRHR enhancer	D2 PAM	structure	RXFP1 antagonist	D1 potentiator
-0.8%	1.2%	-17.3	0.3	9.9	1.1	-2.8	CCc1cccc(C)c1NS(=O)(=O)c1ccc2c(c1)CC(C)N2C(=O)C1CC1 (configuration not stated)	-11.6	-3.3
-3.5%	0.1%	3.5	-3.1	1.3	6.7	1.9	Cc1ccnc(NC(=O)Nc2ccc(Br)cc2Cl)c1	3.1	2.7
0.0%	.	-5.7	0.5	5.7	-2.3	-4.5	Cc1onc(-c2ccccc2)c1-c1nnc(CN2CCN(S(=O)(=O)c3ccccc3)CC2)o1	-4.3	-2.5
-1.1%	1.8%	-5.4	0.0	-1.0	-4.1	-4.7	COc1cccc(N2C(=O)CC(c3c[nH]c4ccccc34)C2=O)c1 (configuration not stated)	-4.8	2.2
3.8%	-5.8%	-3.4	0.3	0.6	-3.8	1.9	COc1ccc(C2SCC(=O)N2c2c(C)n(C)n(-c3ccccc3)c2=O)cc1 (configuration not stated)	-11.5	-5.9
1.9%	2.1%	1.3	-0.9	1.7	4.1	-5.4	COc1cccc(C(=O)/C=C/Nc2ccc(S(=O)(=O)Nc3cc(OC)nc(OC)n3)cc2)c1	-12.7	-4.7
-0.2%	-16.8%	17.8	-0.4	-0.5	-0.9	-12.6	O=C(CC1N=C2c3ccccc3N=C(SCc3cccc(F)c3)N2C1=O)NCc1cccs1 (configuration not stated)	-16.2	-0.6
0.7%	?	-2.3	-0.5	5.0	0.2	-8.5	CC(OC(=O)Cc1cccc(C(F)(F)F)c1)C(=O)Nc1ccc(Cl)cn1 (configuration not stated)	-8.7	-4.8
1.5%	91.6%[activator]	-10.3	1.0	8.4	-2.4	2.2	COc1ccc(S(=O)(=O)N(Cc2nc(-c3ccccc3)no2)C2CCCCC2)cc1	-7.7	-0.4
10.3%	8.1%	2.1	0.0	4.4	3.4	3.5	Cc1ccc(CSc2nc3cccnc3n2Cc2ccc(C(=O)NCCc3ccccc3)cc2)cc1	-11.6	2.9
-3.6%	-7.5%	19.5	-1.8	4.8	2.1	22.1	CN(C)/C=N/c1ncc(C(=O)OC(C)(C)C)s1	-10.1	3.7
2.3%	-0.3%	1.1	1.0	3.8	3.8	3.1	CCCOC(=O)c1ccc(S(N)(=O)=O)o1	17.9	-5.8
-2.4%	8.4%	1.3	0.1	1.2	7.2	-6.2	COC(=O)c1cc2oc3ccccc3c2n1Cc1nc(-c2ccc(OC)cc2)oc1C	1.7	-3.1
0.0%	2.8%	7.0	-0.2	3.4	1.0	1.7	CCn1c(CNc2ccc(F)cc2)nnc1SCC(=O)Nc1ccccc1OC	7.2	-5.6
-0.7%	?	11.5	0.4	6.3	7.5	-1.2	CC1CC(C)CN(C(=O)c2cc3cc(Br)cc(Br)c3o2)C1 (configuration not stated)	-24.0	1.8
1.0%	?	-12.2	3.0	0.3	-0.7	.	Cc1ccccc1N1CCN(C2CCCN(C(=O)c3cn4cccc(C)c4n3)C2)CC1 (configuration not stated)	-23.0	-1.2
0.0%	-1.1%	-1.3	-0.3	1.2	-2.4	-12.5	COc1ccc(CN(Cc2ccc(C(=O)O)cc2)C(=S)Nc2cc(C)cc(C)c2)cc1OC	-2.7	-6.8
0.0%	-2.5%	-2.8	1.1	2.8	4.6	-1.7	CC(C)(CC(=O)O)CC(=O)N1CCN(c2cc(C(F)(F)F)nc3ccccc23)CC1	7.3	-6.5
1.6%	-5.5%	1.3	0.6	-2.3	-3.4	-16.4	Cc1ccc(S(=O)(=O)N(C)C)cc1NC(=O)CN1CCN(Cc2ccccc2)CC1	14.2	1.9
-0.9%	-16.0%	3.0	0.3	-1.7	-3.6	-14.8	Cc1ccc(-n2ncc3c(NC4CCCCCC4)ncnc32)cc1Cl	-21.5	0.2
0.7%	-12.6%	-6.1	2.4	13.0	5.4	-2.8	CCCCC1S/C(=N/N=C/c2ccc(OC)cc2)N(Cc2ccc(OC)cc2)C1=O (configuration not stated)	-17.3	-7.0
1.3%	-7.6%	-0.2	-0.1	3.4	-3.6	-9.7	CCCCN(C)Cc1cc(=O)oc2ccc3ccccc3c12	-10.0	-4.2
2.3%	0.9%	-26.8	1.2	20.7	2.4	-4.6	O=C(Nc1ccc(OC(F)(F)F)cc1)Nc1cccnc1	-0.7	-11.7
0.7%	-6.8%	-4.9	0.3	-2.7	1.7	14.8	CCCOc1ccc(Cc2c(O)nc(SC)[nH]c2=O)cc1	1.4	-2.5
.	-4.1%	-35.7*	0.3	-0.6	0.1	.	CCN(CCCNC(=O)c1cc2c(=O)n(C)c3ccccc3c2s1)Cc1ccccc1	-5.3	-2.3
-2.3%	5.0%	-4.0	0.7	4.3	24.3	4.5	CC(C)C1C(=O)Nc2ccc(S(=O)(=O)NCCc3ccc(Cl)cc3)cc21 (configuration not stated)	.	6.2
0.1%	0.5%	4.2	1.2	4.1	2.8	6.6	COc1ccc(NC(=O)Nc2nnc(-c3cccs3)s2)cc1	-10.2	-3.1
2.5%	-12.9%	4.4	0.0	6.5	2.7	14.0	CC(=O)CC1OC(=O)C(Br)=C1NCc1ccccc1 (configuration not stated)	11.4	12.2
-1.3%	-2.9%	7.7	0.1	1.6	2.8	18.3	COCc1cc(CNC(=O)C2CCC(=O)N(Cc3ccccc3F)C2)[nH]n1 (configuration not stated)	3.2	-2.6
-0.5%	4.9%	-7.3	-2.2	3.9	6.2	14.1	O=C(O)CCC(=O)Nc1ccc2c(c1)oc1ccccc12	-0.1	2.6

Brought forward from above: 3 entries, then new ones.
RXFP1 ag	Apoferritin bind	D1 antag	TRHR agonist	D1 ag	TRHR enhancer	D2 PAM	structure	RXFP1 antagonist	D1 potentiator
2.5%	-12.9%	4.4	0.0	6.5	2.7	14.0	CC(=O)CC1OC(=O)C(Br)=C1NCc1ccccc1 (configuration not stated)	11.4	12.2
-1.3%	-2.9%	7.7	0.1	1.6	2.8	18.3	COCc1cc(CNC(=O)C2CCC(=O)N(Cc3ccccc3F)C2)[nH]n1 (configuration not stated)	3.2	-2.6
-0.5%	4.9%	-7.3	-2.2	3.9	6.2	14.1	O=C(O)CCC(=O)Nc1ccc2c(c1)oc1ccccc12	-0.1	2.6
2.4%	4.4%	-18.6	-0.3	2.6	-1.7	-1.7	CCc1ccc(/C=N/NC(=O)c2cc(-c3ccncc3)nc3ccccc23)s1	1.6	-7.0
?	57.9%[activator]	1.2	-1.6	20.7	-0.5	2.3	O=C(O)C1CCN(c2nc(-c3ccccc3)c3cc(Br)ccc3n2)CC1	-15.8	-7.0
-0.1%	.	-4.4	0.4	1.9	-6.8	-10.7	O=C(COC(=O)CSc1ccc([N+](=O)[O-])cc1)NCCC1=CCCCC1	0.4	-4.5
5.9%	-17.8%	-1.2	1.0	3.4	-2.9	-7.5	Cc1ccc(C(=O)Nc2cccc(-c3nc4ccccc4o3)c2)c(Cl)c1	-16.7	-0.7
4.9%	-7.8%	2.8	1.0	2.7	-3.0	5.6	Cn1c(SCC(=O)NC2CCCC2)nnc1-c1ccncc1	2.1	-6.1
1.3%	-12.3%	13.9	-1.3	3.7	2.8	-17.0	CC1CN(CCCOc2ccccc2-c2ccccc2)CC(C)O1 (configuration not stated)	?	.
-0.6%	-21.0%	-12.5	0.2	3.1	8.4	8.4	Cc1ccc2nc(SCC3CCCCO3)[nH]c2c1 (configuration not stated)	-6.1	-2.0
2.2%	-8.7%	12.7	-0.1	2.7	-2.5	-1.2	COc1ccc(CCC(=O)NNC(=O)Nc2cc(Cl)ccc2C)cc1	4.8	8.3
0.1%	-11.3%	-4.5	0.3	0.0	1.0	-17.4	Cc1ccc(NC(=O)C(=O)NCC(c2ccc3c(c2)OCO3)N2CCN(c3ccccc3)CC2)cc1 (configuration not stated)	1.6	-2.2
-0.6%	-4.4%	-0.6	0.7	0.5	-0.3	-1.6	CC(C)N1CCN(Cc2ccc(C#CCCO)cc2)CC1CCO (configuration not stated)	-1.2	0.2
2.8%	-21.4%	-18.8	0.7	2.7	3.0	-14.0	CCOC(=O)c1sc2nc(CSCC(=O)OCc3ccc(C(=O)OC)o3)[nH]c(=O)c2c1C	-4.9	-5.1
5.4%	-13.4%	-14.4	0.3	2.0	-3.6	-1.0	O=S(=O)(Nc1cccc(-n2cnnn2)c1)c1ccccc1	9.2	6.1
0.4%	-18.0%	-19.9	0.3	1.6	2.7	-25.5	O=C(c1ccco1)N1CCN(CCCCOc2cccc3ccccc23)CC1	-32.1	-2.5
-1.0%	-7.5%	10.6	-1.3	3.8	-0.8	1.0	Cc1cc(Nc2ccc(Br)c(C)c2)n2nc(-c3ccco3)nc2n1	-27.3	-0.9
?	-15.1%	-1.7	-0.6	3.6	1.8	12.9	Cc1sc2nc(SCC(=O)NCc3ccco3)n(Cc3ccccc3)c(=O)c2c1C	-6.0	-4.0
-0.2%	8.7%	2.6	0.5	0.5	5.3	-2.9	CCOC(=O)C(=O)Nc1nnc2n1CCS2	6.5	-1.8
0.0%	.	10.3	-0.7	-0.6	6.5	3.5	CCOc1ccc(S(=O)(=O)NCCC(=O)NCC2COc3ccccc3O2)cc1 (configuration not stated)	2.0	-3.0
0.0%	-9.7%	-11.2	-0.6	4.8	7.9	-1.1	O=C(Nc1cccc(F)c1)N1CC=C(n2c(=O)[nH]c3ccccc32)CC1	-4.2	-4.0
-1.7%	0.3%	0.6	0.2	12.4	34.0*	6.1	CN(Cc1cc(-c2ccccc2)on1)C(=O)c1cc(COc2c(F)cccc2F)on1	5.9	-2.0
1.9%	-20.2%	9.2	-0.8	-2.4	-3.0	-10.2	COc1ccc(NC(=O)N2CCc3ccccc32)cc1	-4.9	-5.7
1.5%	2.6%	4.4	0.6	3.9	-6.4	-14.9	CCS(=O)(=O)N1CCC(N2CCC(C)CC2)CC1	23.0	-4.1
2.0%	2.2%&-13.8%	2.9	0.4	-0.3	-3.9	0.4	COC(=O)[C@@]1(Cc2ccc(F)cc2)[C@H]2c3cc(C(=O)N(C)C)n(CCSCCO)c3C[C@H]2CN1C(=O)c1ccccc1	.	-0.9
-2.2%	-2.5%	-10.2	-0.1	0.8	-9.4	0.1	CCN(CC)c1ccc(S(=O)(=O)N2CCOCC2)cc1NC(=O)CN1C(=O)NC2(CCCC2)C1=O	-14.0	-6.2
